Source: PubChem (National Center for Advancing Translational Sciences (NCATS))
GPT2 inhibitor: Primary qHTS assay for inhibitors of Glutamate pyruvate transaminase 2 (GPT2); Recombinant GPT2, coupled pyruvate oxidase/HRP Amplex Red fluorescence; Potency, µM (titrated, usually from 57.7 µM), for inactives: at the top dose activity change, negative = inhibition, actives largely listed as inhibitors; 0.25% of 100,000 active; AID 1671188, 2021; further: potency means the concentration at half of the fitted maximal effect; nearly all actives have a fitted effect of over 60% in size; many of its hits are not listed in these tables
Target sequence (Q8TD30 whole entry, looked up): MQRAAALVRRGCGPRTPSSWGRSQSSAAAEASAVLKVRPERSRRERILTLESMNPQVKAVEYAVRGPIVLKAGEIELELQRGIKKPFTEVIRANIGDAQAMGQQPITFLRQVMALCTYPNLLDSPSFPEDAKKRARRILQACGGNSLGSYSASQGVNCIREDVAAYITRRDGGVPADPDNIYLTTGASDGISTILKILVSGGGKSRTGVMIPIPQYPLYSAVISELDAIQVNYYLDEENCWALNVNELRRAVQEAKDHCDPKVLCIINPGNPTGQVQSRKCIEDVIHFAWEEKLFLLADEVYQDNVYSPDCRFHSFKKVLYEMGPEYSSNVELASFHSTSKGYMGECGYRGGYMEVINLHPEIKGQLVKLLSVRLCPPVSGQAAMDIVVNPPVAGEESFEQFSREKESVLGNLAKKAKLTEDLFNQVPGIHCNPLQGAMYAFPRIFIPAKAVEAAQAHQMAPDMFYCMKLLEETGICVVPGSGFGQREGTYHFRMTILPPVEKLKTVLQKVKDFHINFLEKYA
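Inhibition is scored from Amplex Red fluorescence generated when pyruvate oxidase and HRP act on pyruvate released by GPT2. Reactions contain 10ng/uL enzyme, 250uM a-KG and 2mM L-alanine and run 30 min at room temperature.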
Luciferase inh: Firefly luciferase inhibition profiling of diverse chemical library using quantitative high-throughput screening; purified P. pyralis luciferase, luminescence, biochemical; AID 1347043, 2019; Luciferin 4-monooxygenase (Photinus pyralis), P08659; 2.5% of 76,000 active; Potency, µM (highest dose often 115 µM), without a hit: at the highest dose activity change, negative = inhibition, hits mostly inhibitors; further: potency means the concentration at half of the fitted maximal effect; nearly all actives have a fitted effect of over 65% in size
Target sequence (P08659 whole entry, looked up): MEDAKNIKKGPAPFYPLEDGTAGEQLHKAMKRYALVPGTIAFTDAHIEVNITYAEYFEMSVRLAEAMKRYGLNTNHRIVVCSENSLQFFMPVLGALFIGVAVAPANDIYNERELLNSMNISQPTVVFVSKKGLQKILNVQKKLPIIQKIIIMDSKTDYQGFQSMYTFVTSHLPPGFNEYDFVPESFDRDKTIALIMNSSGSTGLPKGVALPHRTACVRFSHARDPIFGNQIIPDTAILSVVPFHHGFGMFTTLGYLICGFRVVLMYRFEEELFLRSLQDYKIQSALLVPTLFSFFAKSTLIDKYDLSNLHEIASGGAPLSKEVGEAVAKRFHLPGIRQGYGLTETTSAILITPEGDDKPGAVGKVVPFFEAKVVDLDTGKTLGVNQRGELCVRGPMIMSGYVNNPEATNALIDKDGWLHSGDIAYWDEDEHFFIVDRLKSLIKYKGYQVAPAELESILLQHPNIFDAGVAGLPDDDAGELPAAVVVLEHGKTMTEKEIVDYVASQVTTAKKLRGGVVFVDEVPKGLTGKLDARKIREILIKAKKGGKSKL
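Purified 10nM P. pyralis luciferase with 10uM D-luciferin and 10uM ATP in 50mM Tris acetate pH 7.5, 10mM Mg acetate, 0.01% Tween-20, 0.05% BSA. qHTS titration; luminescence read by CCD imager.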
IP6K1 inhibitor: Primary qHTS assay for small molecule inhibitors of Inositol hexaphosphate kinase 1 (IP6K1). Inositol hexakisphosphate kinase 1 (Homo sapiens), Q92551. IP6K1 kinase, ADP-Glo luminescence, 2 h; hits give low values. activity change, % (series mostly up to about 58 µM). 0.81% of 140,000 active. AID 1645851, 2021; in the data active means activity change below about -25%
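ADP-Glo luminescence measures ADP made by human IP6K1 during a 2 h RT reaction with ATP/IP6 (mix at 1.3 mM/130 uM); top library doses 57.5 and 19.1 uM final.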
NIH3T3 tox: Cytotoxic Profiling in NIH 3T3 Cell Line of Diverse Libraries Using Quantitative High-Throughput Screening; NIH 3T3 viability, CellTiter-Glo ATP luminescence, 48-72 h; 4.3% of 94,000 active; Potency, µM (series often up to 96.7 µM), for the others: at the highest dose activity change, negative = cytotoxicity, usual class: inhibitors; AID 1345082, 2018; further: potency means the concentration at half of the fitted maximal effect; nearly all actives have a fitted effect of over 55% in size
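ATP-dependent luminescence (CellTiter-Glo) served as the viability signal for NIH 3T3 cells treated with compound for 48 or 72 hr at 37 °C.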
SNCA viab count: GF-AFC viability counterscreen for inhibitors of alpha-synuclein gene (SNCA) expression; HEK-293-SNCA-luc viability, GF-AFC fluorescence, 24 h; Potency, µM (doses to about 57.1 µM), inactives show top-dose activity change, negative = cytotoxicity, usual class: cytotoxic; 0.12% of 150,000 active; AID 1671193, 2021;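 further: potency means the concentration at half of the fitted maximal effect; 0% = DMSO-treated cells and -100% = medium-only wells without cells; nearly all actives have a fitted effect of over 30% in size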
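Cytotoxicity counterscreen: after 24 h compound treatment of genome-edited SNCA-luciferase HEK-293 cells, live-cell protease substrate GF-AFC read by fluorescence after 30 min; activity scaled between DMSO (0%) and medium-only (-100%), curves Hill-fitted.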
SNCA expr inh: Primary qHTS assay for inhibitors of alpha-synuclein gene (SNCA) expression | 0.17% of 140,000 active | AID 1671194, 2021 | HEK-293 SNCA-luciferase knock-in, luminescence, 24 h | Potency, µM (series often up to 57.2 µM), for the others: at the top dose activity change, negative = inhibition, usual class: inhibitors;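 further: potency means the concentration at half of the fitted maximal effect; plate controls were DMSO cells for no effect and cell-free wells for full effect; nearly all actives have a fitted effect of over 45% in size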
HEK293 tox: Cytotoxic Profiling in HEK 293 Cell Line of Diverse Libraries Using Quantitative High-Throughput Screening | HEK 293 viability, ATP luminescence (CellTiter-Glo), 48-72 h | Potency, µM (series often up to 115 µM), without a hit: at the top dose activity change, negative = cytotoxicity, actives largely listed as inhibitors | 6.6% of 94,000 active; further: potency means the concentration at half of the fitted maximal effect; nearly all actives have a fitted effect of over 60% in size
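Cells seeded first (HEK 293, 250 cells/well), then compound added by pintool. Incubation ran 48 or 72 hr at 37 degree Celsius. CellTiter-Glo was added and luminescence imaged after 10 min at room temperature.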
An asterisk follows results filed as active; i = inactive; ? = inconclusive; · = not tested or not shown; [ ] = dose if it differs, or a comment. Unless noted, the call rests on the fitted dose curve; in most records, active means well fitted curve in the direction sought with a large enough effect; inconclusive means small, poorly fitted or top-dose-only effect, or another doubt; inactive means no such curve, though single readings can be large; an effect the other way counts as inactive or inconclusive. Unless noted, on the % scale 0 is the no-effect control and ±100 the full control effect. Some of the compounds tested, so the mix of outcomes need not match the whole.

SMILES	GPT2 inhibitor	Luciferase inh	IP6K1 inhibitor	NIH3T3 tox	SNCA viab count	SNCA expr inh	HEK293 tox
O=C(c1ccccn1)N1C[C@@H]2C[C@H](C1)c1ccc(NS(=O)(=O)c3cccc(F)c3)c(=O)n1C2	i	6.2%	-3.7	-2.2%	-7.7%	-5.9%	-18.5%
COc1cccc(CNC(=O)C2CCCN(S(=O)(=O)c3cn(C)cn3)C2)c1 (stereo not drawn)	·	·	6.5	·	3.8%	-11.7%	·
CCOc1ccccc1CNC(=O)C1c2ccccc2CC(=O)N1CC (stereo not drawn)	i	4.6%	9.0	-16.3%	-2.4%	-11.8%	-18.4%
Cc1ccc2oc(=O)n(Cc3ccccc3Cl)c2c1	·	·	-12.1	·	24.8%	-9.4%	·
O=C(NC1C[C@H]2CC[C@@H](C1)N2S(=O)(=O)c1ccc(Cl)s1)c1ccncc1 (stereo partly drawn)	-8.8%	-3.4%	15.0	?	9.1%	-2.7%	-25.9%
COc1ccc(Nc2cc3c(nc2OC)nc(CCc2ccccc2)n3C)cn1	-7.5%[88.5 µM]	6.31µM*	2.2	?	-6.7%[87.6 µM]	184.2%[activator][87.6 µM]	?
O=C(CCn1cnnn1)N1CCc2nn(Cc3ccccc3)c(=O)n2CC1	-8.9%	4.8%	0.5	-6.0%	5.6%	4.6%	-11.6%
O=C(Nc1ccc(Br)cc1F)c1cc(S(=O)(=O)NC2CCCC2)ccc1F	·	·	-5.2	·	4.8%	2.8%	·
Cc1noc([C@@H]2CN(Cc3ccccc3OC(C)C)C[C@H]2CO)n1	0.4%	-11.3%	-9.9	-16.8%	4.2%	17.7%	-14.5%
O=C(NCCN[S+](=O)([O-])c1ccccc1)c1cccc(-c2ccsc2)c1	i	·	-0.1	?	9.2%	26.1%	50.1µM*
O=C(O)C[C@@H]1CCN(C(=O)NC2CCCCC2)C[C@@H]1CCN1CCC(C(=O)O)CC1	0.3%[88.5 µM]	4.2%[172 µM]	11.5	-2.8%[174 µM]	1.5%[87.6 µM]	-1.3%[87.6 µM]	-17.1%[172 µM]
COc1cccc(C(=O)NCCC2CCN(C(=O)Nc3ccc(C)cc3)CC2)c1	-1.2%	?	-8.4	-18.6%	3.7%	35.4%[activator]	-7.6%
O=C(NCc1ccccc1)N1CC[C@H](c2nc3ccc(F)cc3[nH]2)C1	-4.7%[88.5 µM]	?	20.4	-17.6%[174 µM]	-6.9%[87.6 µM]	22.1%[87.6 µM]	?
O=C(Nc1ccccc1)N1CCCN(c2ccc3nnc(-c4ccccc4)n3n2)CC1	·	·	-5.4	?	·	·	-16.7%
COc1c2c(c(C)c3c1C(=O)OC3)OC1(C)CC(O)C34OC(O)(CCC3(C)C1C2)OC4(C)C (stereo not drawn)	-18.3%[27.3 µM]	·	0.6	·	-1.9%[23.9 µM]	·	·
Cc1ccc(C(=O)N2CC[C@H](c3n[nH]c(C)n3)[C@H](NC(=O)C3CCOCC3)C2)cc1	4.4%	6.0%	28.0	2.2%	-7.3%[12.5 µM]	3.0%	?
COc1cc(C(=O)OCC2=CCC3C(C(=O)O)=COC(O[C@@H]4O[C@H](CO)[C@@H](O)[C@H](O)[C@H]4O)C23)ccc1O (stereo partly drawn)	-20.2%[27.3 µM]	·	-3.7	·	-0.4%[23.9 µM]	·	·
COc1ccc2[nH]c3c(c2c1)CCNC31CCNCC1	-0.6%	-13.3%	-7.3	-22.1%	5.1%[12.5 µM]	-3.5%	-20.4%
Cc1cccc(C(=O)N2C[C@@H](COc3ccccc3)[C@H](C(N)=O)C2)c1	-5.8%	7.2%	0.0	-10.5%	16.0%	-21.2%	i
O=C(NCC1CC1)C1(CCO)CC12CCOCC2 (stereo not drawn)	i	-1.4%	12.7	3.2%	-2.1%	-2.0%	-0.8%

Pulled one by one from the list above, 5 records:
SMILES	GPT2 inhibitor	Luciferase inh	IP6K1 inhibitor	NIH3T3 tox	SNCA viab count	SNCA expr inh	HEK293 tox
O=C(CCn1cnnn1)N1CCc2nn(Cc3ccccc3)c(=O)n2CC1	-8.9%	4.8%	0.5	-6.0%	5.6%	4.6%	-11.6%
COc1ccc2[nH]c3c(c2c1)CCNC31CCNCC1	-0.6%	-13.3%	-7.3	-22.1%	5.1%[12.5 µM]	-3.5%	-20.4%
COc1cccc(CNC(=O)C2CCCN(S(=O)(=O)c3cn(C)cn3)C2)c1 (stereo not drawn)	·	·	6.5	·	3.8%	-11.7%	·
COc1ccc(Nc2cc3c(nc2OC)nc(CCc2ccccc2)n3C)cn1	-7.5%[88.5 µM]	6.31µM*	2.2	?	-6.7%[87.6 µM]	184.2%[activator][87.6 µM]	?
Cc1noc([C@@H]2CN(Cc3ccccc3OC(C)C)C[C@H]2CO)n1	0.4%	-11.3%	-9.9	-16.8%	4.2%	17.7%	-14.5%

The main list resumes, starting 2 compounds before the break.
SMILES	GPT2 inhibitor	Luciferase inh	IP6K1 inhibitor	NIH3T3 tox	SNCA viab count	SNCA expr inh	HEK293 tox
Cc1cccc(C(=O)N2C[C@@H](COc3ccccc3)[C@H](C(N)=O)C2)c1	-5.8%	7.2%	0.0	-10.5%	16.0%	-21.2%	i
O=C(NCC1CC1)C1(CCO)CC12CCOCC2 (stereo not drawn)	i	-1.4%	12.7	3.2%	-2.1%	-2.0%	-0.8%
CCc1ccc(CNC(=O)c2cnc3sc(N4CCCC4)nn3c2=O)cc1	·	·	0.0	·	1.3%	-3.4%	·
COCCCN1CCC(CNc2nccc(-c3cnn(C)c3)n2)C1 (stereo not drawn)	-8.7%	5.9%	-0.7	1.2%	-8.6%	2.1%	i
Cc1ncoc1C(=O)N1CCC(c2noc(-c3cccnc3)n2)C1 (stereo not drawn)	i	4.3%	10.3	i	-5.4%	11.8%	8.3%
C=CCNC(=O)N[C@H]1CO[C@H]2[C@@H]1OC[C@H]2OC(=O)Nc1cccc(C(C)=O)c1	-4.0%[88.5 µM]	14.4%[172 µM]	-1.9	-6.8%[174 µM]	-1.8%[87.6 µM]	9.6%[87.6 µM]	-23.8%[172 µM]
COCCCN1CCC(CNc2ncncn2)C1 (stereo not drawn)	3.1%[11.5 µM]	-3.6%	-8.4	1.7%	4.5%	13.0%	0.4%
Cc1cccc(Cn2c(=O)n(Cc3ccc4c(c3)OCO4)c(=O)c3oc4ccccc4c32)c1	·	·	2.8	·	19.0%	5.7%	·
Cc1oncc1S(=O)(=O)N1C[C@H](CO)C[C@H](CN2CCCC2)C1	-2.9%	8.8%	-8.1	1.8%	4.9%	5.6%	-4.1%
CCOc1ccc2c(C)c(C(=O)N3CC[C@](C)(O)[C@H](C)C3)oc2c1OCC	-14.1%	-3.0%	5.3	?	-5.1%	1.1%	?
Cn1cccc1C(=O)N1CCCC(c2nnnn2C)C1 (stereo not drawn)	i	0.5%	-6.1	0.9%	-3.3%	-2.9%	-5.6%
COc1ccccc1-c1ccc2c(C(=O)NCCCc3ccccc3)nn(C)c2n1	i	·	10.7	?	0.5%	-7.6%	?
COc1cccc(CC(=O)N2CCC3(CC2)NC(=O)N(c2cccc(F)c2)N3)c1	?	0.3%	-2.9	?	-25.0%	-15.7%	?
O=C(Cc1c(F)cccc1Cl)N1CCN(c2cc(-c3ccccc3)[nH]n2)CC1	-19.4%	2.8%	-3.3	-1.7%	7.6%	3.0%	-9.8%
O=C(NC1CN(c2ccnc3ccnn23)C1)c1ccccc1Cl	-5.9%[88.5 µM]	·	8.9	-12.7%[138 µM]	-2.4%[87.6 µM]	-11.7%[87.6 µM]	-20.8%[172 µM]
CCOC(=O)c1ccc(-c2ccc(/C=C(\C#N)C(=O)Nc3ccc(OCC)cc3)o2)cc1	·	·	-6.7	·	-1.9%	-11.3%	·
O=C(NCC1CCN(c2cc(-c3ccccc3)[nH]n2)CC1)c1ccc[nH]1	-40.0%	-4.0%	15.7	?	6.2%	10.5%	-23.1%
COC[C@@H]1CN(Cc2cccc(C(F)(F)F)c2)C[C@H]1C(=O)NC1CC1	i	6.0%	20.8	-19.3%	?	0.1%	?
COc1cccc(CNC(=O)Cn2c(=O)oc3cc(S(=O)(=O)N4CCCCCC4)ccc32)c1	·	·	31.9	·	-19.6%	2.7%	·
Cc1ccc(C(c2cccc(Br)c2)c2c(C)[nH]c3ccccc23)s1 (stereo not drawn)	·	·	-6.2	·	9.8%	-3.5%	·
CS(=O)(=O)N1C[C@H]2CCN(C(=O)c3cc[nH]c(=O)c3)C[C@H]21	-1.7%	?	18.4	0.7%	-1.3%[12.5 µM]	?	i
CCOCC(=O)N1C[C@@H](Oc2ccccc2)C[C@H]1C(=O)N1CCOCC1	3.3%	-1.3%	-7.1	i	1.9%	9.9%	i
Cc1nc(C)c(C(=O)N2[C@@H]3CC[C@H]2CC(NC(=O)c2ccc(F)cc2)C3)s1 (stereo partly drawn)	i	2.3%	-4.6	-8.4%	-3.9%	-8.8%	-19.5%
O=C(NC1CC1)c1ccccc1OCC1CCCN(C(=O)C2CCCC2)C1 (stereo not drawn)	i	5.5%	-6.3	?	-21.9%	-8.6%	?
COc1cccc(F)c1-c1ccc(COc2ccc3c(cnn3CCC(=O)O)c2)cc1	-17.3%[88.5 µM]	25.1µM*	-9.3	?	3.2%[87.6 µM]	16.1%[87.6 µM]	?
O=c1[nH]nc2n1CCN(Cc1ccc(F)cc1Cl)CC2	1.6%	3.6%	-12.3	i	1.7%	-6.6%	-9.8%
COCCc1noc(-c2ccccc2OC2CN(C(=O)C(C)C)C2)n1	0.9%	2.1%	6.2	i	-8.9%	?	17.9%
CCS(=O)(=O)Nc1ccc(C2(C(=O)NC3CCCC3)CCC2)cc1	-4.8%	-7.4%	27.3	-5.5%	1.7%	10.0%	-6.3%
COc1ccc(CN2C(=O)[C@H](OC)[C@@H]2C2=CCN(C(=O)c3ccnn3C)CC2)cc1	-28.7%	·	15.7	-20.1%	-6.0%	9.3%	-6.6%
O=c1oc2ccccc2cc1-c1nc(-c2cccs2)no1	·	·	0.7	·	12.1%	180.2%[activator]	·
CNC(=O)c1cc(C2CC2)nc2onc(C3CCCN3C(=O)c3cccc(OC)c3)c12 (stereo not drawn)	·	·	8.5	-11.8%	·	·	-13.9%
O=C(C1CCCC1)N1CCCCCC1CN1CCOCC1 (stereo not drawn)	i	3.0%	-8.2	-14.9%	-1.9%	-10.6%	-5.8%
